# Compound activity deposited in PubChem BioAssay by National Center for Advancing Translational Sciences (NCATS).
# Mito fusion act = mitochondrial division inhibition or fusion activation; S. cerevisiae fusion-defective mutant growth rescue, CellTiterGlo 48 h; Potency, µM (top dose mostly 46.1 µM), for inactives: at the top dose growth rescue (activation), most hits filed as activators; 0.23% of 320,000 active; AID 485298;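 further: potency means the concentration at half of the fitted maximal effect; % of control where 0% means no effect; nearly all actives have a fitted effect of over 45% in size; temperature-sensitive fusion mutants such as fzo1-1 at 37 °C on non-fermentable ethanol glycerol medium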
#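 S. cerevisiae fusion-defective temperature-sensitive mutants (e.g. fzo1-1, mgm1-5) grown 48 h at 37C in YPEG (ethanol/glycerol non-fermentable) medium with 23 nl compound per well; growth rescue read as CellTiterGlo luminescence.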
# PKM2 activator = PKM2 (human) enzyme activation. P14618. purified PKM2, Kinase-Glo ATP luminescence, activation; response scale: 0% is enzyme alone, no compound. Potency, µM (doses to about 57.5 µM), inactives show at the top dose activation, most hits filed as activators. 0.34% of 260,000 active; further: potency means the concentration at half of the fitted maximal effect; on the % scale 0 is the no-effect control and ±100 the full control effect; nearly all actives have a fitted effect of over 55% in size
#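 Purified hPK-M2 (>95% pure) converted ADP (0.1 mM final) to ATP with 0.5 mM PEP in 50 mM imidazole pH7.2, KCl, MgCl2, Tween 20, BSA; 1 h at room temperature. ATP detected by Kinase-Glo luminescence.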
# Chronic BCR inh = chronic active BCR signaling inhibition; ABC-DLBCL IkBa-CBG/CBR reporter, luminescence ratio, 4 h; 0.05% of 340,000 active; Potency, µM (highest dose often 46.1 µM), without a hit: at the highest dose ratio change, negative = lower green/red ratio, most hits filed as inhibitors; active means well fitted inhibition curve with a large enough effect in the signal ratio, with a control signal flat, not every such curve was filed as active; inconclusive means small, poorly fitted or top-dose-only effect, or effect the other way, or a change in a side signal; the % refers to the signal ratio;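 further: potency means the concentration at half of the fitted maximal effect; plate controls were basal doxycycline-induced cells for no effect and cells given 10 µM MG132 for full effect; MG132 reads +100%, hits lower the ratio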
#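 TMD8 ABC-DLBCL cells carrying doxycycline-inducible green luciferase fused to IkappaBalpha plus unfused red luciferase were exposed to compounds (up to 46 uM) for 4 hrs at 37C. Activity came from the overlap-corrected green/red luminescence ratio.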
# KCNH2 WT inh = inhibitors of human wildtype KCNH2 potassium channel; Q12809; U2OS, BacMam KCNH2, thallium flux FluxOr; hits give low values; activity change, % at 1.84 µM; 0.37% of 340,000 active;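 active means maximum activity change below -70%; inconclusive means maximum activity change between -70% and -50%; inactive means maximum activity change above -50%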; further: on the % scale 0 is the no-effect control and ±100 the full control effect
#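 U2OS cells were transduced with wild-type KCNH2 virus (2.03 x 10^8 / mL) for 4 h at room temperature, then cultured overnight at 37 C. Thallium flux was read with FluxOr dye. Rate constants were normalized to DMSO controls.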
# S-ASM inh = inhibitors of human secretory acid sphingomyelinase | P17405 | placental ASM, HMU-PC fluorogenic substrate, 60 min | Potency, µM (highest dose often 57.5 µM), for the others: top-dose activity change, negative = inhibition, actives largely listed as inhibitors | 0.006% of 340,000 active | AID 504937; further: potency means the concentration at half of the fitted maximal effect
# Target sequence (P17405 47-631 limits assumed): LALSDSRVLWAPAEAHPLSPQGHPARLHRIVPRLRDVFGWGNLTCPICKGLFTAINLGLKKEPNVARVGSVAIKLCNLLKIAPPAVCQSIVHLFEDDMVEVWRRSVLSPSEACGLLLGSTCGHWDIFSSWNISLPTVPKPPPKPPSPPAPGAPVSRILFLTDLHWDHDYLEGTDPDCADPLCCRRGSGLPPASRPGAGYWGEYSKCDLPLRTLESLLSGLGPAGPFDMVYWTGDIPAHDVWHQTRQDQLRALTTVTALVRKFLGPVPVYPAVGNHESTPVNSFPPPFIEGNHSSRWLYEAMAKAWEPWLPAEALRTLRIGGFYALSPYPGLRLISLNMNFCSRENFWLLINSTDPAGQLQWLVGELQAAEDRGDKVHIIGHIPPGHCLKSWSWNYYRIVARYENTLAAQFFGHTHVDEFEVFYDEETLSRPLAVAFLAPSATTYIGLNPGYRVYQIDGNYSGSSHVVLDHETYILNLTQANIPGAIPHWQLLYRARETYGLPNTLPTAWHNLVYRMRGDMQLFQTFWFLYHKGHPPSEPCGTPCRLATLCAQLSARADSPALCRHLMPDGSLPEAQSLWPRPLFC
#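 Steps: dispense placental human ASM, pin compound, wait 10 min at room temperature, add HMU-PC0 substrate at 9 uM final, incubate 60 min at 37 °C, add stop solution raising pH to 10, read fluorescence.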
# Menin MLL FP TR = inhibitors of human menin-MLL interaction, mutant MLL peptide. O00255. AID 1768. 0.23% of 270,000 active. Menin + Texas Red MLL mutant peptide, fluorescence polarization. Potency, µM (titrated, usually from 61.6 µM), for inactives: at the top dose FP activity change, negative = inhibition, most hits filed as inhibitors; active means well fitted inhibition curve with a large enough effect in the polarisation, with a control signal flat, not every such curve was filed as active; inconclusive means small, poorly fitted or top-dose-only effect, or effect the other way, or a change in a side signal; inactive means no such curve, though single readings can be large or run the other way; the % refers to the polarisation; further: potency means the concentration at half of the fitted maximal effect; % of control where 0% means no effect; many of its hits are not listed in these tables
# Eya2 inh = Eya2 (human) phosphatase inhibition | O00167 | recombinant Eya2, OMFP fluorescence dephosphorylation (OMFP is methylfluorescein phosphate) | Potency, µM (top dose mostly 76.9 µM), for inactives: top-dose activity, negative = inhibition, hits mostly inhibitors | 0.006% of 330,000 active; further: potency means the concentration at half of the fitted maximal effect; on the % scale 0 is the no-effect control and ±100 the full control effect
#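 Eya2 protein (added as 0.2 uM solution) was preincubated with compound for 10 min at ambient temperature in 50 mM HEPES pH 7.5, 50 mM NaCl, 5 uM MgCl2, 0.05% BSA, 1 mM DTT. OMFP (added at 50 uM) then reacted 10 min; fluorescence read at 485/525 nm.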
# MBNL1-CUG inh = MBNL1-poly(CUG) RNA binding inhibition | AID 2675 | TR-FRET MBNL1-His/biotin-(CUG)12 binding, 665/545 ratio | Potency, µM (highest dose often 57.5 µM), without a hit: at the highest dose activity change, negative = inhibition, usual class: inhibitors | 0.036% of 280,000 active; active means well fitted inhibition curve with a large enough effect in the signal ratio, with a control signal flat, not every such curve was filed as active; inconclusive means small, poorly fitted or top-dose-only effect, or effect the other way, or a change in a side signal; inactive means no such curve, though single readings can be large or run the other way; the % refers to the signal ratio; further: potency means the concentration at half of the fitted maximal effect; on the % scale 0 is the no-effect control and ±100 the full control effect
#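 MBNL1-His + Biotin-(CUG)12, cpd titration 92 nM–58 uM; Tb anti-His Ab 0.055 ng/ul, SA-XL665 5 nM (final); 60 min RT; ratiometric 665/545 nm, Ex 340 nm; normalized to buffer and full-complex controls.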
# GALK inh = inhibitors of human galactokinase | P51570 | Purified GALK, Kinase-Glo residual ATP luminescence | Potency, µM (titrated, usually from 57.5 µM), for inactives: at the highest dose activity change, negative = inhibition, most hits filed as inhibitors | 0.007% of 270,000 active | AID 1868; further: potency means the concentration at half of the fitted maximal effect; on the % scale 0 is the no-effect control and ±100 the full control effect
# Target sequence (P51570 whole entry, looked up): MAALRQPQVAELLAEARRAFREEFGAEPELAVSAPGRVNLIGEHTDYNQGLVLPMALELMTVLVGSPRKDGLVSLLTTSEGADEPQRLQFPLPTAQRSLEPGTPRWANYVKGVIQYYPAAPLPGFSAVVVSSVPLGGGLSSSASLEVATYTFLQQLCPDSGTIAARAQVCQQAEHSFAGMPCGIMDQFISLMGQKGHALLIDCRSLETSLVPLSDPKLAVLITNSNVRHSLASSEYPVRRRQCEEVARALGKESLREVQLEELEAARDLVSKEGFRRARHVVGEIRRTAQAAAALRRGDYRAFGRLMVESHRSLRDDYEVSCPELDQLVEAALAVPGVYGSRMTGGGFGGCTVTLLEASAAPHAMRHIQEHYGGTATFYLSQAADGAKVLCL
#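 Luminescence from leftover ATP (Ultra-Glo luciferase/luciferin) served as read-out after a 1 h room-temperature reaction of 5 nM GALK with 35 uM ATP and 100 uM galactose.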
# USP2a block = inhibitors of human ubiquitin-specific protease USP2a; O75604; USP2 core, Ub-CHOP2 coupled fluorogenic reporter, 485/531; Potency, µM (doses to about 38.3 µM), inactives show at the highest dose activity change, negative = inhibition, most hits filed as inhibitors; AID 463254; 0.01% of 330,000 active;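 further: potency means the concentration at half of the fitted maximal effect; plate controls were DMSO wells for no effect and full inhibition by NEM control for full effect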
#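 Deubiquitinase activity read as fluorescence (485/531 nm) after Ub-CHOP2 cleavage activates the enterokinase reporter on its substrate; USP2 core 10nM, Ub-CHOP2 and substrate 25nM each, 30min compound preincubation then 60min RT; data normalized to NEM, curves fitted.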
# TSHR antag = human thyrotropin receptor antagonism; activity change, negative = inhibition, % at 11.5 µM; TSHR-expressing cells, TSH-stimulated cAMP HTRF, 2 h; hits give low values; P16473; 0.2% of 330,000 active; AID 504810;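 active means activity change below a set negative limit, meaning inhibition stronger than a set level, cut at about -70% in these data; inconclusive means activity change between two set negative limits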; further: on the % scale 0 is the no-effect control and ±100 the full control effect
#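 Freshly harvested TSHR cells receive pin-tooled compound, then EC80 TSH at 4nM final. After 2 hours at 37 deg C, antibody in lysis buffer and cAMP-d2 are added; 30 minutes at ambient temperature precede the HTRF read.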
# Numbers without * were called inactive; ? = inconclusive; / = not tested or not shown; [ ] = dose if it differs, or a comment. Unless noted, the call rests on the fitted dose curve; in most records, active means well fitted curve in the direction sought with a large enough effect; inconclusive means small, poorly fitted or top-dose-only effect, or another doubt; inactive means no such curve, though single readings can be large; an effect the other way counts as inactive or inconclusive.
SMILES,Mito fusion act,PKM2 activator,Chronic BCR inh,KCNH2 WT inh,S-ASM inh,Menin MLL FP TR,Eya2 inh,MBNL1-CUG inh,GALK inh,USP2a block,TSHR antag
COc1ccc(C(=O)Nc2cc3c4c(c2)C(C)C(=O)N4CCC3)c(OC)c1 (stereo not drawn),9%,/,-10%,4,-3%,/,7%,/,/,-3%,-2
Cc1cc(OC(=O)c2ccc(S(=O)(=O)N3CCCC3)cc2)c([N+](=O)[O-])c(=O)[nH]1,1%,2%,3%,/,1%,-8%,6%,0%,-1%,3%,-13
Cc1cccc(CC(=O)c2c[nH]c3ccccc23)c1,10%,7%,12%,-8,-2%,/,-3%,-7%,3%,0%,-10
Cc1cccc(C(C)C)c1NC(=O)C1CCN(S(=O)(=O)c2ccccc2)CC1,0%,-1%,1%,5,10%,/,-2%,1%,4%,0%,-8
CC(C)CCn1cnc2c1c(=O)n(CC(=O)NC(N)=O)c(=O)n2Cc1ccccc1,0%,?,1%,1,-2%,0%,-8%,-1%,4%,1%,-6
Cc1cc(C)n(CC(=O)NNC(=O)c2ccc(NC(=O)CC#N)cc2)n1,-5%,/,-7%,0,4%,/,-16%,/,/,2%,-13
Cc1cccc(NC(=O)CN(C)C(=O)c2ccc3ccccc3n2)c1C,5%,/,-5%,-13,1%,/,27%,/,/,1%,15
CC(=O)c1c(C)[nH]c(C(=O)OC2CCCCC2=O)c1C (stereo not drawn),-2%,-1%,1%,-9,-1%,-3%,-14%,9%,0%,1%,11
O=C1NC2(CCCCCC2)C(=O)N1Cc1ccccc1F,1%,/,12%,-23,11%,2%,3%,-3%,4%,2%,6
Cc1ccc(CSc2nnc(SCC(=O)N/N=C/c3ccccc3OCC(=O)O)s2)cc1,2%,1%,?,-14,7%,/,5%,-8%,2%,5%,5
CNCCCCOc1ccccc1Cc1ccccc1,-3%,-2%,?,/,/,-13%,3%,3%,-2%,1%,-4
CCOc1ccc2nc(NC(=O)c3ccc(OC)c(S(=O)(=O)N4CCOCC4)c3)sc2c1,0%,0%,?,18,-2%,?,4%,-2%,0%,1%,5
CS(=O)(=O)N(CC(=O)N1CCN(c2ccc(F)cc2)CC1)c1cccc(Cl)c1,5%,1%,?,11,4%,-2%,6%,-8%,2%,1%,-11
CC(=O)Nc1ccc(S(=O)(=O)N2CC(=O)NC(=O)C2)cc1,3%,-1%,5%,1,2%,-17%,-3%,8%,-2%,-1%,-1
CCCCCOC(=O)c1ccc(NC(=O)c2cccc(NC(=O)c3ccccc3C(=O)O)c2)cc1,-3%,-3%[11.5 µM],-12%,4,-4%,?,-5%,2%,6%,-4%,-12
Cc1ccc2c(c1)nnn2C1CCN(C(=O)c2ccccc2F)CC1,1%,0%,0%,-8,1%,-1%,-10%,-17%,3%,-1%,9
Fc1ccc(NC(=S)N2CCOCC2)cc1Cl,4%,-1%,1%,-6,4%,0%,7%,0%,1%,2%,11
CC(NC(=O)c1nn(C)c(=O)c2ccccc12)c1ccccc1 (stereo not drawn),0%,-3%,7%,-3,-1%,7%,0%,-11%,-2%,1%,3
O=C(CCSc1ccccc1)Nc1ccc(S(=O)(=O)Nc2ncccn2)cc1,-9%,-1%,0%,4,1%,-10%,8%,-10%,4%,2%,-7
O=C(O)CC(c1ccc(F)cc1F)N1Cc2ccccc2C1=O (stereo not drawn),1%,/,5%,-2,-1%,-3%,-8%,-5%,3%,3%,1
CC(C)SCCCCOc1ccc2ccccc2c1,0%,-2%,?,30,-1%,8%,0%,-11%,3%,0%,2
CCOC(=O)C(CCCCCCC(NC(C)=O)(C(=O)OCC)C(=O)OCC)(NC(C)=O)C(=O)OCC,1%,2%,0%,1,1%,/,3%,-6%,3%,2%,10
Cc1[nH]c(=O)[nH]c(=O)c1N(C)C,-6%,8%,5%,-4,2%,-10%,-1%,-17%,1%,0%,11
CC(C)NS(=O)(=O)c1ccc(OCC(=O)NC2CCCCCC2)cc1,-1%,0%,-1%,25,-2%,1%,-2%,-2%,-4%,0%,-4
CCOc1cc(C)c(S(=O)(=O)N2CCCCC2)cc1C,?,-5%,7%,-1,-2%,-23%,-5%,-5%,11%,0%,-6
O=C(CN1C(=O)S/C(=C\c2ccccn2)C1=O)Nc1ccccc1,-1%,/,-15%,1,5%,/,-7%,2%,-1%,4%,19
Cc1ccc(OC(C)C(=O)N=Nc2c(O)[nH]c3ccc([N+](=O)[O-])cc23)cc1 (stereo not drawn),0%,3%,?,-10,?,?,-9%,?,1%,4%,-17
COc1cc(C)c(S(=O)(=O)N2CCOCC2)cc1C(C)C,-5%,4%,-8%,-8,-1%,2%,-16%,3%,-2%,-2%,0
CC(=O)c1ccc(S(=O)(=O)NC2CC(=O)N(c3cccc(F)c3)C2)cc1 (stereo not drawn),0%,/,0%,4,0%,/,0%,/,/,0%,-5
O=C(O)CSc1ncnc2c1oc1ccccc12,1%,2%,?,3,1%,?,-11%,1%,-1%,-2%,8
O=C(O)Cn1c(-c2cscn2)nc2ccccc21,1%,1%,?,-19,3%,-5%,4%,1%,3%,-1%,1
Cc1ccc(Cn2c(CN3CCOCC3)nc3c2c(=O)n(C)c(=O)n3C)cc1,-3%,-6%,-7%,-4,2%,-6%,-24%,5%,-3%,-1%,2
O=C1CN(C(=O)NCCC(=O)NC2CCCCC2)c2ccccc2N1,0%,/,0%,6,5%,/,6%,-6%,-5%,3%,0
Nc1ccccc1NC(=O)NC(=O)c1ccccc1,-1%,0%,?,14,1%,14%,0%,1%,-4%,2%,-4
CCN(CC)S(=O)(=O)c1ccc(N2Cc3ccccc3C2=N)cc1,-12%,2%,3%,20,-5%,-28%,1%,10%,1%,-9%,-8
COc1ccc(CCNC(=O)COc2ncnc3ccccc23)cc1OC,-8%,-11%,-2%,8,0%,-6%,1%,2%,9%,1%,20
C=CCn1c(-c2ccccc2OCC)n[nH]c1=S,-1%,-8%,0%,-1,4%,1%,22%,/,1%,0%,-20
CCCCC(=O)Nc1ccc(C)c(S(=O)(=O)N2CCCCCC2)c1,6%,/,?,4,-2%,/,-5%,/,/,1%,-27
O=C(NCc1ccc(F)cc1)c1cc(-c2ccco2)on1,-9%,-10%,15%,-1,0%,3%,-25%,-6%,0%,0%,2
CC(C(=O)NCc1ccccc1)N1CCN(c2ccc(F)cc2)CC1 (stereo not drawn),1%,/,1%,4,4%,-9%,15%,-8%,1%,2%,-3
O=C(c1cnccn1)N(Cc1ccco1)C1(C(=O)NC2CCCCC2)CCCCC1,-1%,-6%,?,-1,4%,-8%,-20%,-4%,0%,-1%,1
N=C1C(c2nc3ccccc3[nH]2)=C(O)CN1NC(=O)COc1cccc(F)c1,-3%,-3%,-1%,/,/,-3%,-7%,1%,3%,0%,5
Cc1cc(C)c(Cn2c3ccccc3c3cnn(CC(=O)NCCN4CCOCC4)c(=O)c32)c(C)c1,-31%,/,-1%,-3,-16%,?,-8%,-1%,-2%,5%,-8
Cc1ccc(NC(=O)CN2C(=O)NC3(CCc4ccccc43)C2=O)cc1Cl (stereo not drawn),-1%,-5%,-26%,-3,-10%,/,-2%,-4%,-2%,2%,7
O=C(CN1CCN(C(C(=O)Nc2ccc(F)cc2)c2ccccc2)CC1)NC1CC1 (stereo not drawn),-4%,/,?,-17,-1%,/,3%,/,/,0%,-4
CC(C)C[C@H](NC(=O)OC(C)(C)C)C(=O)N[C@@H](CO)[C@H](O)[C@@H]1C[C@@H]1C(=O)NC1CCCCC1,-3%,7%,-1%,-4,4%,-27%,-11%,7%,/,-4%,-5
Cc1nn(Cc2ccccc2Cl)c(C)c1NC(=O)C1C2CCC(O2)C1C(=O)O (stereo not drawn),0%,1%,12%,-8,5%,-22%,-20%,-8%,0%,1%,23
c1ccc(-c2noc(-c3ccno3)n2)nc1,2%,-3%,?,-9,1%,/,6%,/,3%,0%,2
COC(=O)[C@H]1Cc2cnoc2C[C@]1(C)C(=O)O,-9%,2%,-1%,0,6%,-4%,2%,-6%[11.5 µM],/,3%,11

# Only part of the results is shown; count on the stated rates, not on these rows.
